PMI act satM6P = PMI (human) activation, high substrate | P34949 | coupled PMI enzyme assay, resazurin fluorescence, 20 min; hits give high values; 1 = untreated enzyme, 0 = substrate-free blank | activation factor at 20 µM | actives 0.34% (n = 190,000);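 active = activation factor of 2 or more at 20 µM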
Target sequence (P34949 whole entry, looked up): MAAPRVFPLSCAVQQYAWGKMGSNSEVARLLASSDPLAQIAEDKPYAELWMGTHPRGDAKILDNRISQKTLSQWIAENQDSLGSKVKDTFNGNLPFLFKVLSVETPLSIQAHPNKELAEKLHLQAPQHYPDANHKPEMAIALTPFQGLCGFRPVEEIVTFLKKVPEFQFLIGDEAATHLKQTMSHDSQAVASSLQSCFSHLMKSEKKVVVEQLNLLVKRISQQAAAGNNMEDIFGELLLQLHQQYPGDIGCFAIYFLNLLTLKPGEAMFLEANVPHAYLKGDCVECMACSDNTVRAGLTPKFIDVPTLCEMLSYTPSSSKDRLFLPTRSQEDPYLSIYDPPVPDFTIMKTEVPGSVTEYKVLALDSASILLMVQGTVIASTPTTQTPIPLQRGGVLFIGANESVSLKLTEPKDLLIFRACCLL
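Test system: human phosphomannose isomerase with PGI, G6PDH, diaphorase coupling enzymes; amount: 15 ng/mL PMI; incubation: enzyme reaction with compound 20 min at room temperature; technique: resorufin fluorescence (Ex 544/Em 590 nm) from resazurin via diaphorase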
TNAP inh no acc = TNAP (human) inhibition, acceptor-free conditions. P05186. purified TNAP, CDP-star luminescence, 30 min. inhibition, % at 20 µM. actives 0.26% (n = 200,000). AID 1012;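 active = tissue-nonspecific alkaline phosphatase inhibition above about 50% at 20 µM in the single-dose screen, limit read from the data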;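 also: 0% = DMSO negative control and 100% = EDTA positive control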
PMI activator = activators of human phosphomannose isomerase; P34949; purified human PMI, coupled resazurin fluorescence, 20 min; hits give high values; 1 = vehicle control, 0 substrate-free wells; activation factor at 20 µM; actives 0.005% (n = 190,000); AID 1214;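 active = activation factor of 2 or more at 20 µM, relative to plate controls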
bIAP act = increases bovine intestinal alkaline phosphatase activity; purified bovine IAP, CDP-star luminescence, 30 min; hits give high values; fold of DMSO-control signal, blank-subtracted; activation factor at 20 µM; actives 0.17% (n = 200,000); AID 1016;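 active = activation factor of 2 or more at 20 µM, a signal rise over negative controls twice the positive control's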
FLuc act counter = firefly luciferase counter-screen for stimulation assays | 200,000 tested, under 10 active | activation factor at 10 µM | AID 1027 | ATPlite luciferase biochemical, luminescence, 10 min; 0 = ATP-free wells, 1 = DMSO control | P08659;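 active = luciferase activation factor, scaled between plate controls, of at least 2 with compound at 10 µM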
Target sequence (P08659 whole entry, looked up): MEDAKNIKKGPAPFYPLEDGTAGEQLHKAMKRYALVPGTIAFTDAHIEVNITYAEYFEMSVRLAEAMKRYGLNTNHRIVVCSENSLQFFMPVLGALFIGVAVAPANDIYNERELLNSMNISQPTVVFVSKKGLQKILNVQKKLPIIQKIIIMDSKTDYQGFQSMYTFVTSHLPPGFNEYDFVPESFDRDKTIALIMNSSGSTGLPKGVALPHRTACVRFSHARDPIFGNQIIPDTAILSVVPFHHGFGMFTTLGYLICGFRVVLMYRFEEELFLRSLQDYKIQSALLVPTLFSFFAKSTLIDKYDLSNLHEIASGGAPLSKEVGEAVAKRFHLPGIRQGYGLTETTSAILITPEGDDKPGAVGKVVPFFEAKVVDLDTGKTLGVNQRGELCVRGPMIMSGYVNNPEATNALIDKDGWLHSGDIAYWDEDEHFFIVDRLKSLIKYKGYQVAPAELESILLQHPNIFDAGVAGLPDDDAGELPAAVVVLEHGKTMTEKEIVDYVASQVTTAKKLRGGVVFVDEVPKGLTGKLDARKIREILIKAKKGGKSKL
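assay system = Luciferase/luciferin detection reagent, cell-free biochemical luciferase assay | also added = ATP substrate | times = 10 min post-reagent at room temperature | measured by = luminescence from luciferase reaction | measure = luciferase activation, seen as luminescence increase over controls | benchmarks = low control with PBS replacing ATP, high control enzyme plus ATP without compound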
TNAP inh hiacc = inhibitors of human TNAP at high phosphate acceptor concentration; actives 0.03% (n = 200,000); inhibition, % at 20 µM; P05186; purified TNAP, CDP-star luminescence, 1 M DEA;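 active = over 50% inhibition of tissue-nonspecific alkaline phosphatase at 20 µM in the single-dose screen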;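 also: plate controls were DMSO wells for no effect and EDTA-quenched wells as full inhibition for full effect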
TNAP act hiacc = TNAP (human) activation, high acceptor; purified TNAP, CDP-star luminescence, 1 M DEA, 30 min; hits give high values; 0 = EDTA background, 1 = DMSO-only activity; 200,000 tested, under 10 active; P05186; activation factor at 20 µM; AID 1136;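 active = activation factor at least 2 at 20 µM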
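Measured by: Luminescent substrate turnover signal | Test system: Human TNAP | Input: TNAP 1/800 final | Dosing: 20 µM single point | Schedule: 30 min, room temperature | Controls: EDTA wells as negative control, DMSO wells as positive control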
FLuc inh counter = Photinus pyralis luciferase inhibition counter-screen. actives 1.5% (n = 200,000). AID 1006. inhibition, % at 10 µM. ATPLite firefly luciferase biochemical luminescence, 10 min. P08659;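 active = inhibition above about 50% when tested at 10 µM, limit read from the data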
NF-kB expr up = raises NF-kB expression in human neuronal cells | actives 1.6% (n = 190,000) | NF-kB reporter expression; hits give high values | fold change at 12.5 µM; in the data active = fold change above about 3.3
APP 5'UTR act = activates APP 5'UTR luciferase reporter. SH-SY5Y APP 5'UTR luciferase reporter, luminescence; zero percent = DMSO vehicle wells. actives 1% (n = 190,000). activation, % at 2 µM;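 active = activation above a set limit, based on mean plus 3 SD of controls, cut at about 140% in these data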; also: values of inactives mirror those of a sister screen read the other way
Numbers without * were called inactive; . = no result given.

SMILES	PMI act satM6P	TNAP inh no acc	PMI activator	bIAP act	FLuc act counter	TNAP inh hiacc	TNAP act hiacc	FLuc inh counter	NF-kB expr up	APP 5'UTR act
Cc1ccc(NS(=O)(=O)c2cc(C(=O)NCCSC3CCCCC3)ccc2C)cc1	0.8	-6	0.7	0.9	1	0	1	-2	0.97	15
CC12COC3(C(=O)NCCc4ccccc4)CC1CCC32C (stereo not given)	0.9	-3	1	0.9	0.9	4	1	5	1.8	15
c1ccc(SCc2nc3ccccc3[nH]2)nc1	1.1	-12	1	1	0.9	-5	1.1	12	1.3	21
Cc1ccc(SCc2nc(-c3ccncc3)no2)cc1	0.9	-11	0.8	1	1	-5	1	2	1.5	3
CCOC(=O)CCSc1nc(C)c2cc(OC)ccc2n1	1	1	0.9	1.1	0.9	5	1	15	1.2	49
Cc1nn(-c2ccccc2)c2sc(C(=O)n3cccn3)cc12	1	-11	1	0.9	1	-3	1	0	.	.
Cc1ccc(NC(=O)c2c(C(F)(F)F)nn(C)c2SCc2ccc(Cl)cc2)cc1C	0.9	-8	0.8	0.9	1.1	-6	1.1	-6	1	.
CN(CC(=O)NC(=O)NCc1ccccc1)Cc1ccc(Cl)c(Cl)c1	0.8	-9	0.9	0.9	1	-2	1	-5	1.4	-7
CCOC(=O)/C=C1\Nc2ccccc2OC1=O	0.9	6	0.9	0.9	1	1	1	-1	2.4	3
O=C(N/N=C1\CCSc2ccc(F)cc21)c1cccnc1	1	-11	1	1	1	-2	1	-2	0.83	19
CCCCCn1c(SCCc2ccccc2)nc2c1c(=O)[nH]c(=O)n2C	1	-7	1.1	0.9	1	-6	1.1	-4	1.1	-8
CCOc1ccc(C(=O)/C=C/Nc2ccc(S(=O)(=O)N=C(N)N)cc2)cc1	1.2	-8	1.2	1	1	-5	1.1	-5	1.4	1
CCOc1ccc(S(=O)(=O)N2CCN(C(=S)NCc3ccco3)CC2)cc1	1	2	0.9	1	1.1	0	1	-7	1.2	5
CNC(=O)NC(=O)COC(=O)CCCOc1ccc(OC)cc1	0.8	-3	0.9	1	1	-5	1.1	-5	1.1	-7
CCOC(=O)c1ccccc1N1C(=O)C2Sc3[nH]c(=O)sc3C(/C=C/c3ccccc3)C2C1=O (stereo not given)	0.7	-7	0.7	0.6	1	5	1	-4	0.91	1
Nc1nc2c(F)cccc2s1	0.9	-2	0.9	0.9	1	2	1	-2	1.1	-9
COc1ccc(/C(C)=C(\C#N)C(=O)OC(C)C)cc1OC	0.9	-6	0.9	1	1	1	1	-4	0.9	5
CC1CCCN(C(=O)c2ccc(CNc3c(N4CCCCC4)c(=O)c3=O)cc2)C1 (stereo not given)	1	-13	0.9	1	1	-4	1	-2	0.95	-18
CCOC(=O)c1ccc2nc(C(F)(F)F)[nH]c(=O)c2c1	1	-19	1	0.9	1.1	-9	1.1	-8	0.76	16
Cc1cc(SCC(=O)c2ccc(O)c(O)c2)nc2ccccc12	1.1	72*	0.8	0.8	1	4	1	-4	0.79	-5

Entries of single compounds, quoted from the list. Order of values: PMI act satM6P, TNAP inh no acc, PMI activator, bIAP act, FLuc act counter, TNAP inh hiacc, TNAP act hiacc, FLuc inh counter, NF-kB expr up, APP 5'UTR act
CNC(=O)NC(=O)COC(=O)CCCOc1ccc(OC)cc1 is listed as 0.8, -3, 0.9, 1, 1, -5, 1.1, -5, 1.1, -7
CCOC(=O)c1ccc2nc(C(F)(F)F)[nH]c(=O)c2c1 is listed as 1, -19, 1, 0.9, 1.1, -9, 1.1, -8, 0.76, 16
CC1CCCN(C(=O)c2ccc(CNc3c(N4CCCCC4)c(=O)c3=O)cc2)C1 (stereo not given) is listed as 1, -13, 0.9, 1, 1, -4, 1, -2, 0.95, -18
COc1ccc(/C(C)=C(\C#N)C(=O)OC(C)C)cc1OC is listed as 0.9, -6, 0.9, 1, 1, 1, 1, -4, 0.9, 5
Nc1nc2c(F)cccc2s1 is listed as 0.9, -2, 0.9, 0.9, 1, 2, 1, -2, 1.1, -9

(cont.)
SMILES	PMI act satM6P	TNAP inh no acc	PMI activator	bIAP act	FLuc act counter	TNAP inh hiacc	TNAP act hiacc	FLuc inh counter	NF-kB expr up	APP 5'UTR act
O=C(c1cccnc1)N1C2C=CC(C2)C1(C(F)(F)F)C(F)(F)F (stereo not given)	1.1	-2	1.1	1	1.1	-6	1.1	-6	0.89	-5
C=CCOc1cccc(C(=O)NC(c2ccccc2)C(C)C)c1 (stereo not given)	1	-9	1	0.9	1.1	-1	1	-7	1	7
O=C(Cn1cnc2ccccc21)Nc1ccc(C(=O)O)cc1	1	-8	0.9	0.9	1	-4	1	-4	1.1	-1
O=C(NCCCN1CCOCC1)C(=O)N/N=C/c1ccc2c(c1)OCO2	1	-4	1	1.1	1	-6	1.1	-2	1.5	9
O=C(NCCCc1nc2ccccc2[nH]1)c1cccs1	1.1	-9	1.1	1	1.1	-4	1	-7	1.4	7
CCOC(=O)c1c(NC(=O)C2CC(Cl)=CCC2C(=O)O)sc2c1CC(C)(C)OC2 (stereo not given)	1	2	1	1.1	1.1	-4	1	-9	1.1	-5
COC(=O)c1ccc(N2C(=O)c3cc(N4CCOCC4)c([N+](=O)[O-])cc3C2=O)cc1	1.1	5	0.9	0.8	1	3	1	-1	0.96	8
CC(=O)c1ccc(NC(=O)C2CCCN2S(=O)(=O)c2ccc(C)cc2)cc1 (stereo not given)	0.9	-6	1	0.8	1.1	-6	1.1	-10	1	-6
CCc1nc2ccccc2n(CCOCCOCCn2c(=O)c(CC)nc3ccccc32)c1=O	1	-11	1	1	1.1	-9	1.1	-7	0.83	4
Cn1cccc1/C=N\NC(=O)Cc1ccc(Br)c2ccccc12	1	-7	1	0.8	1	-2	1	2	0.91	5
COc1ccccc1NC(=O)Oc1ccc(NC(=O)c2ccco2)cc1	0.8	-5	0.9	1	1	-4	1	0	1.3	6
COC(=O)c1sc(=S)n(-c2ccccc2)c1N	0.9	-9	0.6	0.9	1.1	-3	1	-7	1	1
CC1CN(c2oc(-c3ccccc3Cl)nc2C#N)CC(C)O1 (stereo not given)	1	-10	0.9	1	1	-4	1	-4	1.4	3
CN(C)c1ccc(NC(=O)COC(=O)c2cc(Cl)ccc2[N+](=O)[O-])cc1	0.7	-11	0.9	1	0.9	-2	1	5	0.85	11
CC(C)c1nc(Cl)c(C#N)c2c1CSC(C)(C)C2	0.9	0	1	1	1.1	-1	1	-10	0.96	-4
O=C(NCc1cc(C(F)(F)F)cc(C(F)(F)F)c1)C1CC(c2c(Cl)cccc2Cl)=NO1 (stereo not given)	1	-2	1	0.9	1.1	-7	1.1	-7	0.94	12
COc1ccc(C(CCNCc2ccc(F)cc2)c2ccc(F)cc2)cc1 (stereo not given)	1	-9	1	0.8	1	-4	1	-2	0.99	-25
CCOC(=O)NC(=O)/C(C#N)=C(/C)N(C)C	1	-4	1.1	1.1	1	2	1	-1	1.1	-13
O=C1NC(=Nc2cccc(Cl)c2)SC1Cc1cccc(Cl)c1Cl (stereo not given)	0.9	-6	0.9	1	1	-3	1	-2	0.93	21
C/C(=N/NC(=O)c1ccc2c(c1)OCO2)c1ccc(Br)s1	1	-4	1	0.9	1	-6	1.1	-2	1.5	81
COc1ccc2nc(Nc3nc(C)c(CCC(C)C)c(=O)[nH]3)nc(C)c2c1	1	-37	1	1.2	1	-2	1	-5	0.46	1
CCCn1c(SCC(=O)N2CCN(c3ccccc3)CC2)nc2ccccc2c1=O	0.9	-11	0.9	1	1.1	1	1	-8	1.4	3
CCCSc1nc2sc3c(c2c(=O)[nH]1)CCN(Cc1ccccc1)C3	1.7	-6	1.3	0.9	1	0	1	-3	1.2	5
CC(C)(/C=N/O)/[N+]([O-])=C/c1ccco1	1	-13	1.1	0.9	1	-8	1.1	-5	1.6	8
O=C(O)C1C2CCC(C2)C1C(=O)Nc1nc2ccccc2s1 (stereo not given)	0.9	-11	0.9	0.9	1	-2	1	-4	1.1	-4
COc1ccc(CN2CCNC(=O)C2CC(=O)N(C)Cc2nccn2C)cc1OC (stereo not given)	0.9	-7	0.9	1	1	-1	1	-4	1	11
O=C(CNS(=O)(=O)c1ccc(F)c(Cl)c1)N1CCCCCC1	0.9	-3	1	0.8	1	-5	1.1	-4	0.99	9
N#Cc1c(N)nc(SCc2ccncc2)c(C#N)c1-c1cccs1	0.9	-8	0.9	0.9	1	-2	1	-2	0.51	7
COc1ccc(C2C(C#N)=C(N)Oc3cc(O)ccc32)cc1OC (stereo not given)	0.5	-10	0.7	0.9	1.1	0	1	-5	1	2
COc1ccc(/C=N/N2C(=O)C3C4C=CC(C4)C3C2=O)cc1[N+](=O)[O-] (stereo not given)	1	-7	1	1.2	1	-5	1	2	1	-2

Structures above shown as hits in TNAP inh no acc.
smiles | PMI act satM6P | TNAP inh no acc | PMI activator | bIAP act | TNAP inh hiacc | TNAP act hiacc | NF-kB expr up | APP 5'UTR act
Cc1cc(SCC(=O)c2ccc(O)c(O)c2)nc2ccccc12 | 1.1 | 72* | 0.8 | 0.8 | 4 | 1 | 0.79 | -5

Following part.
SMILES	PMI act satM6P	TNAP inh no acc	PMI activator	bIAP act	FLuc act counter	TNAP inh hiacc	TNAP act hiacc	FLuc inh counter	NF-kB expr up	APP 5'UTR act
COc1ccc(OC)c(-c2csc(NC(=O)C3=NN(c4ccccc4)C(=O)CC3)n2)c1	0.8	0	0.8	1.1	1	3	1	2	1	-5
Cc1ccccc1-n1c(=O)c(C#N)cc2c(=O)n3ccccc3nc21	1	-20	0.9	1.1	1	-8	1.1	0	1.2	18
O=C(NNS(=O)(=O)c1cc(Cl)cc(Cl)c1)c1sccc1-n1cccc1	0.9	-6	0.9	0.9	1	-3	1	-4	1.4	8
O=Cc1ccc(-c2cccc(C(=O)O)c2)o1	1	-17	1.1	1.1	1	1	1	-4	1.1	6
CC(C)(C)C(=O)N1CCN(c2nc3ccccc3o2)CC1	0.9	-8	0.9	1.1	1	0	1	-2	1.1	8
O=S(=O)(c1cccs1)N1CCCc2ccccc21	0.9	-10	0.9	0.3	1.1	3	1	-7	1.1	10
CC(C)(C)c1ccccc1OCCN1CCCC1	1.1	-11	1	1	1.1	-6	1.1	-5	1.3	7
CCC(C)(C)n1nnnc1C(c1cccnc1)N1CCCC(C)C1 (stereo not given)	1	-10	1	0.8	1.1	-2	1	-8	1.1	6
O=C(CC(=O)N/N=C\c1ccc([N+](=O)[O-])cc1)NCCc1ccccc1	1	-7	1	1	1.1	-4	1	-5	1	3
CN(C)c1ccc(P(=O)(OC2CCCCC2)C(O)c2cccnc2)cc1 (stereo not given)	1.1	-10	0.9	1	1	-5	1.1	-2	1.2	.
COc1cccc(C(=O)c2c(C)c(CCC#N)n3ccccc23)c1	1.2	-10	1.4	1	1	-6	1.1	-4	1	11
CCn1nc(C(=O)OCC(=O)N2CC(=O)Nc3ccccc32)c2ccccc2c1=O	1.1	2	1.2	1.1	1.1	-5	1	-11	1	-1
O=C(COC(=O)c1cc([N+](=O)[O-])ccc1NCc1ccccc1Cl)NCC(F)(F)F	1.1	-32	1.1	0.9	1.1	-2	1	-12	1	-16
Cc1ncc(C[n+]2csc(CCOC(=O)C34CC5CC(CC(C5)C3)C4)c2C)c(N)n1	.	10	.	0.9	1.1	6	0.9	-7	1.2	5
